Screens: PubChem, several laboratories
Y pestis TopoI = Y. pestis Topo-I inhibition via cleavage products. activity, % at 10 µM. Y. pestis Topo-I cleavage product accumulation, plate reader. 360,000 tested, 0.064% active; in the data active means activity above about 50%, passing the limit was not always enough; inconclusive means no clear call, values can overlap the other calls; further: inactives centre near 2
MazEF act = activators of E. coli MazEF toxin-antitoxin RNase. 350,000 tested, 0.32% active. FAM/BHQ RNA-DNA oligo cleavage fluorescence, 5 h. P0AE70. AID 504720. activation, % at 20 µM; in the data active means activation above about 50%
Target sequence (P0AE70 whole entry, looked up): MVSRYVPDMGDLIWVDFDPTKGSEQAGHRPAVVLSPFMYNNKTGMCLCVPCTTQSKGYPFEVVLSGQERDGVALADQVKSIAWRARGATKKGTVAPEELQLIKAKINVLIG
PfHsp40 yeast = restores yeast growth despite PfHsp40 toxicity; S. cerevisiae expressing PfHsp40, growth rescue, ATP luminescence; growth rescue, % at 12.5 µM; 340,000 tested, 0.68% active; AID 504582; in the data active means growth rescue above about 28%, passing the limit was not always enough; inconclusive means no clear call, values can overlap the other calls;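 further: yeast W303a lacking pdr1 and pdr3 grown in galactose medium; growth measured after three days at 30 °C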
DUSP3 inh = inhibitors of human VHR1 phosphatase (DUSP3). inhibition, % at 13.3 µM. AID 1654. 290,000 tested, 0.52% active. recombinant VHR phosphatase, pNPP absorbance; in the data active means inhibition above about 50%; further: some compounds called inactive have numbers as strong as hits
Target sequence (P51452 whole entry, looked up): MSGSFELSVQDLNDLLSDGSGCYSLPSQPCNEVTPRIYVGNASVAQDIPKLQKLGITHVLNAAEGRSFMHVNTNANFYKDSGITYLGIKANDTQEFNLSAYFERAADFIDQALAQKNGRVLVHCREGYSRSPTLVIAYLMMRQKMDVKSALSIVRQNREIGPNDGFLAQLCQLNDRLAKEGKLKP
TcdB inh = TcdB glycohydrolase inhibition. 350,000 tested, 0.24% active. inhibition, % at 9.99 µM. TcdB glycohydrolase enzymatic assay, plate reader. P18177; in the data active means inhibition above about 10%
BH1578 lux ind = induces V. cholerae light production without autoinducers. V. cholerae BH1578 lux reporter, luminescence, 6 h. activation, % at 18.7 µM. 350,000 tested, 0.16% active. AID 588436; in the data active means activation mostly above about 9.7%, no sharp cut-off; inconclusive means no clear call, values can overlap the other calls; inactive means mostly below about 3.7%; further: not every result past the cut was called active; inactives centre near 0; reference of the scale not given here
3CLpro inhibitor = SARS-CoV 3CLpro protease inhibition. inhibition, % at 6 µM. 290,000 tested, 0.14% active. AID 1706. recombinant SARS-CoV 3CLpro, quenched FRET peptide cleavage. P0C6X7; in the data active means inhibition above about 12%
PriA SSB inh = inhibitors of Klebsiella pneumoniae PriA binding to SSB C-terminal tail; AID 1272365; inhibition, % at 33 µM; 430,000 tested, 0.6% active; AlphaScreen SSBct-PriA binding, biotinylated peptide; in the data active means inhibition mostly above about 37%, no sharp cut-off; inactive means mostly below about 20%;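 further: plate controls were negative control peptide for no effect and reference peptide for full effect; strong numbers were not always called active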
Anthrax LF inh2 = blocks Bacillus anthracis lethal factor protease. AID 588501. inhibition, % at 10 µM. P15917. multiplex microsphere protease cleavage assay, LF. 360,000 tested, 0.12% active; in the data active means inhibition above about 30%; inconclusive means no clear call, values can overlap the other calls; further: plate controls were buffer without enzyme for full effect and enzyme alone for no effect
Target sequence (P15917 whole entry, looked up): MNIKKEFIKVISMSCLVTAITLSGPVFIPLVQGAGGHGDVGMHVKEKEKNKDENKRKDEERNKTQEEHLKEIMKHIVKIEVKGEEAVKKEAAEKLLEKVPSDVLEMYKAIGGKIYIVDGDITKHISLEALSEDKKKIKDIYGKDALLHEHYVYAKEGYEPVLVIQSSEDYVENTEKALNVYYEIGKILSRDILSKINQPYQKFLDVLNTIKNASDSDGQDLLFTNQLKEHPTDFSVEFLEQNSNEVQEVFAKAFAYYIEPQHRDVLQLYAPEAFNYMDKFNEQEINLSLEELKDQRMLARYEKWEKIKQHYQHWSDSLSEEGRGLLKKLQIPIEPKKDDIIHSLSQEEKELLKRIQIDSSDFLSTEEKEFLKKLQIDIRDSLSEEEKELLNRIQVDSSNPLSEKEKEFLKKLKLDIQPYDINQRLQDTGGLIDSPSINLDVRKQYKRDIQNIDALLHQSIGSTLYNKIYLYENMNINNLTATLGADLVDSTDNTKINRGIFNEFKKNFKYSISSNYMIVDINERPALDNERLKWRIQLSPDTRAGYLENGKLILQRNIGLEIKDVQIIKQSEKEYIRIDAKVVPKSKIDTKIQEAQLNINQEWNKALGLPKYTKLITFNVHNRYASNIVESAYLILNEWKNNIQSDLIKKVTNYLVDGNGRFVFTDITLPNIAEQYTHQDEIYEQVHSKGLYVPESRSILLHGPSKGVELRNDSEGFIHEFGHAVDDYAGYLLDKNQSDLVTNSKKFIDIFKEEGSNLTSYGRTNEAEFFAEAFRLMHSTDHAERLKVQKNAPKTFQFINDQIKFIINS
Rv3671c protease = inhibits the M. tuberculosis serine protease Rv3671c | inhibition, % at 5.96 µM | AID 2606 | 320,000 tested, 0.048% active | P9WHR9; in the data active means inhibition above about 38%;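 further: extracellular domain of Rv3671c used as enzyme; 0% = enzyme with DMSO and 100% = no enzyme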
An asterisk follows results filed as active; i = inactive; ? = inconclusive; . = not tested or not shown; & = joins results of further samples. A portion of the library; rates above refer to the full screens.

SMILES	Y pestis TopoI	MazEF act	PfHsp40 yeast	DUSP3 inh	TcdB inh	BH1578 lux ind	3CLpro inhibitor	PriA SSB inh	Anthrax LF inh2	Rv3671c protease
CCS(=O)(=O)C1=NN2C(=N)/C(=C\c3ccc(SCc4ccco4)o3)C(=O)N=C2S1	10.4	17.2	1.9	5.6	.	i	4.1	6.8	-3.3	.
CN(C)Cc1csc(NC(=O)Nc2ccccc2C(C)(C)C)n1	-1.5	.	.	.	1.0	i	.	.	0.2	.
CN(Cc1ccccc1F)C(=O)CNC(=O)Cc1cccc2ccccc12	6.6	-2.3	-1.1	1.2	1.5	i	-4.7	-2.9	-1.5	-4.5
c1ccc(-c2cnnn2-c2ccccc2)cc1	-5.1	-3.4	0.1	3.5	1.2	i	0.1	-7.5	-8.5	.
COC(=O)CSCC(=O)Nc1cc2c(cc1C(C)=O)OCO2	-0.8	2.5	0.1	29.9	.	-12.5	1.2	-3.5	-6.9	2.7
Cc1ccc(S(=O)(=O)N2[C@@H](c3ccccc3)C(C(=O)O)=CC[C@H]2c2cccc(C)c2)cc1	7.1	-6.7	3.9	.	-0.8	-0.4	.	-14.5	-8.2	1.8
CC(C)N(Cc1nc(-c2ccccc2)no1)C(=O)c1ccc(Cl)cc1	38.6	-1.2	-1.3	27.3	-10.4	-0.2	-3.0	-21.8	-5.3	-2.8
O=C(Nc1ccccc1)Nc1ccc(Cl)c(S(=O)(=O)N2CCOCC2)c1	-10.7	1.1	-0.5	19.0	2.2	-0.4	3.1	-5.5	-2.5	-18.5
NS(=O)(=O)c1ccc(CCNC(=O)CNC(=O)c2ccc(Br)o2)cc1	-2.4	5.6	0.1	.	.	-10.9	.	-1.9	1.4	-6.5
Cc1cc(C)nc(SCc2csc(N)n2)n1	0.1	5.8	-1.0	17.9	.	i	2.2	-0.8	-0.2	3.8
O=C(CN(Cc1ccccc1)S(=O)(=O)c1ccc(F)cc1)NCc1cccnc1	5.2	5.1	-0.1	14.2	0.8	i	8.2	-5.8	0.3	-2.8
Cc1cc(C)c(S(=O)(=O)NCc2ccccn2)c(C)c1	-2.2	2.2	-1.3	16.0	1.0	-0.4	-3.9	-5.9	-2.1	-9.8
C=CC[C@H](CC(=O)OC(C)(C)C)C(=O)OC[C@H]1CCCN1C(=O)[C@H](CC=C)CC(=O)NCCO	0.0	4.0	0.4	.	-0.1	-0.5	.	2.3	-4.9	-2.7
Cc1ccc2c(c1)C(=C(C#N)C#N)CCN2	-4.6	-16.1	0.5	.	1.5	i	.	-19.1	5.8	.
Cc1cc(C)cc(OCC(O)CN2CCN(Cc3ccc4c(c3)OCO4)CC2)c1 (centres undefined)	13.9	-5.8	0.3	-7.4	0.5	1.5	5.6	5.7	-6.3	1.5
COc1ccc(S(=O)(=O)NC2CCc3ccccc32)cc1OC (centres undefined)	6.4	-3.7	1.2	9.5	-1.5	-1.0	5.4	-15.6	-7.7	-11.3
Cn1c(=O)oc2cc(S(=O)(=O)NCCC(=O)N3CCN(c4ccccc4)CC3)ccc21	0.9	4.0	-0.5	-0.7	0.3	-2.1	-1.9	1.6	-2.8	9.0
COc1ccc(C(NC(=O)c2cccnc2)c2cc(Cl)c3cccnc3c2O)cc1OC (centres undefined)	-2.1	-5.2	?	30.2	.	.	-6.0	16.9	7.5	1.4
COc1cccc2c1nc(C)c1cc(C)oc12	-10.7	5.5	0.5	-4.0	-0.9	.	-8.3	-3.6	-3.8	0.1
CCC1=NN2C(=N)/C(=C\c3ccc(OCCOc4ccc(NC(C)=O)cc4)cc3)C(=O)N=C2S1	0.7	1.9	-0.3	-46.3	1.6	i	-0.6	5.3	51.4*	-7.1
CCN(C(=O)COC(=O)c1cc(-c2ccc(C)o2)nc2ccccc12)C1CCS(=O)(=O)C1 (centres undefined)	26.8	5.1	2.2	15.2	0.2	-0.8	3.4	-10.4	-3.7	1.1
O=C(O)c1ccccc1C(=O)N1CCN(c2ccccc2)CC1	-5.3	4.9	-0.9	-2.6	.	0.5	2.5	-12.4	-1.7	-0.7
COc1ccc(C(=O)Nc2oc(-c3ccccc3)c(-c3ccccc3)c2C#N)cc1	2.0	-0.2	0.4	28.7	.	i	3.0	-10.5	-3.0	-72.1
COc1cc([N+](=O)[O-])ccc1NC(=O)CSc1n[nH]c(C(C)C)n1	-1.5	-8.0	-1.0	21.7	-0.2	-0.4	4.1	5.7	-6.7	4.3
Oc1ccc(-c2c(-c3ccsc3)sc3ccccc23)cc1	-18.6	-18.6	21.3	12.7	0.2	-0.4	4.0	4.0	9.1	-10.4

Compounds from the list above containing two or more sulfur atoms (3):
SMILES	Y pestis TopoI	MazEF act	PfHsp40 yeast	DUSP3 inh	TcdB inh	BH1578 lux ind	3CLpro inhibitor	PriA SSB inh	Anthrax LF inh2	Rv3671c protease
CCS(=O)(=O)C1=NN2C(=N)/C(=C\c3ccc(SCc4ccco4)o3)C(=O)N=C2S1	10.4	17.2	1.9	5.6	.	i	4.1	6.8	-3.3	.
Cc1cc(C)nc(SCc2csc(N)n2)n1	0.1	5.8	-1.0	17.9	.	i	2.2	-0.8	-0.2	3.8
Oc1ccc(-c2c(-c3ccsc3)sc3ccccc23)cc1	-18.6	-18.6	21.3	12.7	0.2	-0.4	4.0	4.0	9.1	-10.4

Next section.
SMILES	Y pestis TopoI	MazEF act	PfHsp40 yeast	DUSP3 inh	TcdB inh	BH1578 lux ind	3CLpro inhibitor	PriA SSB inh	Anthrax LF inh2	Rv3671c protease
CCCCN1C(=O)NC(=O)C2(Cc3c(nc4ccccn4c3=O)N3CCc4ccccc4C32)C1=O (centres undefined)	18.9	5.0	1.1	9.5	.	i	-4.3	-9.4	6.4	-11.0
Cc1ccc(C)c(OCC(=O)NNC(=O)C2CCC2)c1	0.1	7.9	2.4	.	1.5	i	.	-6.4	1.7	1.7
CNC[C@H]1OCc2ccccc2-c2ccccc2C(=O)N([C@@H](C)CO)C[C@H]1C	12.3	9.6	.	.	0.8&-0.8	-0.2	.	.	-1.5	.
Cc1cc(C)c2c(c1)C1(OCCO1)C(=O)N2	-3.2	10.9	-0.6	6.0	1.3	0.7	3.3	-8.8	-8.6	2.4
Cc1ccc(C(=O)NNC(=S)Nc2cccc(Cl)c2Cl)cc1[N+](=O)[O-]	-5.6	-11.1	0.9	10.8	0.9	3.8	1.6	5.7	-2.2	3.8
CC1(C2CC2)NC(=O)N(CC(=O)N2CCN(c3cccc(C(F)(F)F)c3)CC2)C1=O (centres undefined)	12.5	11.4	-1.0	.	0.5	i	.	-5.2	-1.1	2.0
Cn1nc(C(=O)NCCOc2ccccc2)c2ccccc2c1=O	14.4	3.9	2.6	-0.1	0.8	-0.8	2.5	6.5	-7.4	2.2
Cc1ccc2nc(N(CCCN(C)C)C(=O)COc3ccc(Cl)cc3)sc2c1	-12.9	28.0	0.0	-16.6	0.1	i	-0.9	1.8	.	7.2
COc1ccc(NC(=O)C2=C(C)NC(=S)NC2c2ccc(O)c(OC)c2)cc1 (centres undefined)	0.7	8.8	0.4	25.1	0.2	i	-1.0	-11.2	-3.4	-10.8
CNC(=O)c1ccccc1NC(=O)c1c(O)c2c([nH]c1=O)CCCC2	-0.2	1.6	0.0	13.4	.	i	-0.8	-4.3	1.3	-8.1
COc1ccc(/C=C\C(=O)O[C@@H]2C(O)C(O[C@@H]3OC(C)[C@H](O[C@@H]4OCC(O[C@H]5O[C@H](CO)[C@@H](O)C(O)C5O)C(O)C4O)C(O)C3O)[C@H](OC(=O)[C@]34CCC(C)(C)C[C@@H]3C3=CCC5[C@@]6(C)CC(O)C(O[C@@H]7OC(CO)C(O)[C@H](O)[C@H]7O)[C@@](C)(C(=O)O)C6CC[C@@]5(C)[C@]3(CO)CC4)O[C@H]2C)cc1 (some centres undefined)	38.7	11.1	-2.2	.	.	-0.5	.	0.8	-4.3	-5.8
Cc1nc2c([N+](=O)[O-])c(C)c(C)cc2[nH]1	5.0	4.8	.	13.0	0.5	-0.4	-2.2	2.5	-2.5	8.6
CCN(Cc1ccncc1)C(=O)c1cccs1	-4.6	-2.6	-0.2	-0.9	.	-0.3	-3.0	-5.3	-3.7	-5.0
O=S(=O)(c1ccc(SCc2ccccc2F)nc1)N1CCCC1	42.1	4.2	-1.1	.	1.0	-0.2	.	-14.1	-0.3	-8.3
O=c1oc2c(CN3CCCCC3)c(O)ccc2c2c1CCCC2	5.2	-4.2	-1.4	24.3	.	-0.4	0.5	-13.4	0.8	-3.9
C/C(Cl)=C\Cn1c(N2CCCC2)nc2c1c(=O)[nH]c(=O)n2C	0.0	-8.7	-1.3	20.8	.	i	0.2	-12.5	.	5.3
C[C@H](CO)N1C[C@H](C)[C@@H](CN(C)S(=O)(=O)c2ccccc2)Oc2ccc(NC(=O)Nc3ccccc3)cc2C1=O	16.9	3.1	-0.5	.	0.8&1.2	i	.	8.3	0.7	-13.2
CCOc1ccc(C(=O)Cc2cc(OC)c(OC)cc2[N+](=O)[O-])cc1	-0.4	-8.6	-1.1	9.6	-0.2	-0.4	0.1	0.2	2.6	0.9
CCOc1ccccc1-n1c(SCC(N)=O)nnc1-c1ccco1	6.8	1.1	-2.0	27.8	2.2	-0.6	-3.4	-11.1	-0.1	2.4
CC1CC(C)CN(C(=O)CCNC(=O)Cn2cnc3ccccc3c2=O)C1 (centres undefined)	3.2	-0.5	-0.1	17.0	-0.3	-0.5	8.0	-7.9	-1.2	1.0
Cc1c(OC(C)C(=O)NCCCN2CCOCC2)ccc2c3c(c(=O)oc12)CCCC3 (centres undefined)	2.5	-19.4	0.1	-19.8	-1.2	-0.2	4.4	-9.2	2.3	-5.0
CCCCNS(=O)(=O)c1ccc2nc(-c3cccnc3)cc(C(=O)NC(C)CC)c2c1 (centres undefined)	-4.5	2.0	-1.3	0.2	6.0	-0.1	-1.2	-6.5	-3.7	-2.0
COc1ccc(S(=O)(=O)N2CCCCCC2)cc1NC(=O)c1ccccc1S(C)(=O)=O	8.7	2.9	0.4	.	1.4	-7.1	.	-6.6	-0.1	-6.6
Cc1ccc(NC(=O)c2ccc(C)cc2)cc1	1.4	6.3	-0.1	.	3.4	i	.	-10.6	-3.5	0.8
O=C(Cc1ccc(Br)cc1)N(Cc1ccccc1)c1ccccn1	29.1	-2.0	3.2	26.9	1.2	-0.5	3.5	-24.7	-6.1	1.1
COc1ccc(NC(=O)COC(=O)[C@@H](NC(=O)c2c(F)cccc2F)C(C)C)cc1	-6.3	-1.1	-0.1	10.6	1.8	-0.3	5.5	-2.4	-1.8	0.1
COc1ccc(CCNC(=O)c2c(O)c3cc(OC)c(OC)cc3[nH]c2=O)cc1OC	-4.7	1.8	.	.	1.8	0.6	.	.	-2.3	.
NS(=O)(=O)c1ccc(Nc2nc(-c3ccccc3)cs2)cc1	-20.3	-5.4	0.6	37.4	.	-1.4	5.7	16.7	1.0	-5.0

Ordered by length of the SMILES (descending): some entries from above.
SMILES	Y pestis TopoI	MazEF act	PfHsp40 yeast	DUSP3 inh	TcdB inh	BH1578 lux ind	3CLpro inhibitor	PriA SSB inh	Anthrax LF inh2	Rv3671c protease
CCCCN1C(=O)NC(=O)C2(Cc3c(nc4ccccn4c3=O)N3CCc4ccccc4C32)C1=O (centres undefined)	18.9	5.0	1.1	9.5	.	i	-4.3	-9.4	6.4	-11.0
CNC[C@H]1OCc2ccccc2-c2ccccc2C(=O)N([C@@H](C)CO)C[C@H]1C	12.3	9.6	.	.	0.8&-0.8	-0.2	.	.	-1.5	.
CCOc1ccc(C(=O)Cc2cc(OC)c(OC)cc2[N+](=O)[O-])cc1	-0.4	-8.6	-1.1	9.6	-0.2	-0.4	0.1	0.2	2.6	0.9
CNC(=O)c1ccccc1NC(=O)c1c(O)c2c([nH]c1=O)CCCC2	-0.2	1.6	0.0	13.4	.	i	-0.8	-4.3	1.3	-8.1
Cn1nc(C(=O)NCCOc2ccccc2)c2ccccc2c1=O	14.4	3.9	2.6	-0.1	0.8	-0.8	2.5	6.5	-7.4	2.2
